ADAM17 inh – ADAM17 inhibitors, primary screen, biochemical, QFRET. recombinant ADAM17, EDANS/DABCYL FRET peptide cleavage. inhibition, % at 6.95 µM. 370,000 compounds, 0.83% hits;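 active means inhibition above the mean of compounds lying between control limits plus 3 SD, set per campaign, cut at about 8.5% in these data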;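 further: 0% = DMSO-only wells as the low control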
PLC-gamma1 inh – PLC-gamma1 enzyme inhibitors, primary screen, biochemical, fluorescence, purified enzyme | fluorogenic substrate | 1-phosphatidylinositol 4,5-bisphosphate phosphodiesterase gamma-1 (Homo sapiens), P19174 | inhibition, % at 12.2 µM | 370,000 compounds, 0.84% hits; in the data active means inhibition above about 9.5%
hgDAF-12 ag – H. glycines DAF-12 receptor agonists, primary screen, cell-based, luminescence, HEK293, GAL4 fusion, UAS-luciferase | Nuclear hormone receptor DAF-12 (Heterodera glycines), GAL4 fusion | HEK293 GAL4-hgDAF12 UAS-luciferase reporter, agonist luminescence; normalized to butyrate control | activation, % at 6.8 µM | 370,000 compounds, 1.8% hits;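 active means activation above a cutoff set at the mean of all screened compounds plus 3 SD, cut at about 10% in these data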;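 further: 0% = DMSO wells and 100% = sodium butyrate wells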
hcDAF-12 act – H. contortus DAF-12 nuclear receptor activators, primary screen, cell-based, luminescence, HEK293, lit1-tk-luc reporter; activation, % at 6.8 µM; HEK293 hcDAF-12 lit1-tk-luc reporter; 0% DMSO, 100% Δ7-dafachronic acid; AID 652067, 2013; 370,000 compounds, 1.4% hits;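 active means activation above the mean of all tested compounds plus 3 SD, cut at about 5.5% in these data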;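 further: 100% = response to 3 µM Δ7-dafachronic acid high control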
FXN GAA850 act – FXN promoter activators, primary screen, cell-based, luciferase luminescence, HEK293 lucGAA850 | HEK293 lucGAA850 FXN promoter luciferase reporter, 24 h; percent of 10 µM SAHA response | activation, % at 6 µM | 360,000 compounds, 0.56% hits | AID 540364, 2011;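 active means activation above the average of all compounds screened plus 3 SD, cutoff fixed separately per campaign, cut at about 7.5% in these data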;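 further: 0% = DMSO wells and 100% = 10 µM SAHA wells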
PLCb3 inh – human PLC-beta3 inhibitors, primary screen, biochemical, fluorescence. Purified PLC-beta3, fluorogenic substrate. inhibition, % at 12.2 µM. 370,000 compounds, 0.18% hits; in the data active means inhibition above about 11%;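 further: 0% = median of compound wells on plate and 100% = full blocker control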
Target sequence (Q01970 whole entry, looked up): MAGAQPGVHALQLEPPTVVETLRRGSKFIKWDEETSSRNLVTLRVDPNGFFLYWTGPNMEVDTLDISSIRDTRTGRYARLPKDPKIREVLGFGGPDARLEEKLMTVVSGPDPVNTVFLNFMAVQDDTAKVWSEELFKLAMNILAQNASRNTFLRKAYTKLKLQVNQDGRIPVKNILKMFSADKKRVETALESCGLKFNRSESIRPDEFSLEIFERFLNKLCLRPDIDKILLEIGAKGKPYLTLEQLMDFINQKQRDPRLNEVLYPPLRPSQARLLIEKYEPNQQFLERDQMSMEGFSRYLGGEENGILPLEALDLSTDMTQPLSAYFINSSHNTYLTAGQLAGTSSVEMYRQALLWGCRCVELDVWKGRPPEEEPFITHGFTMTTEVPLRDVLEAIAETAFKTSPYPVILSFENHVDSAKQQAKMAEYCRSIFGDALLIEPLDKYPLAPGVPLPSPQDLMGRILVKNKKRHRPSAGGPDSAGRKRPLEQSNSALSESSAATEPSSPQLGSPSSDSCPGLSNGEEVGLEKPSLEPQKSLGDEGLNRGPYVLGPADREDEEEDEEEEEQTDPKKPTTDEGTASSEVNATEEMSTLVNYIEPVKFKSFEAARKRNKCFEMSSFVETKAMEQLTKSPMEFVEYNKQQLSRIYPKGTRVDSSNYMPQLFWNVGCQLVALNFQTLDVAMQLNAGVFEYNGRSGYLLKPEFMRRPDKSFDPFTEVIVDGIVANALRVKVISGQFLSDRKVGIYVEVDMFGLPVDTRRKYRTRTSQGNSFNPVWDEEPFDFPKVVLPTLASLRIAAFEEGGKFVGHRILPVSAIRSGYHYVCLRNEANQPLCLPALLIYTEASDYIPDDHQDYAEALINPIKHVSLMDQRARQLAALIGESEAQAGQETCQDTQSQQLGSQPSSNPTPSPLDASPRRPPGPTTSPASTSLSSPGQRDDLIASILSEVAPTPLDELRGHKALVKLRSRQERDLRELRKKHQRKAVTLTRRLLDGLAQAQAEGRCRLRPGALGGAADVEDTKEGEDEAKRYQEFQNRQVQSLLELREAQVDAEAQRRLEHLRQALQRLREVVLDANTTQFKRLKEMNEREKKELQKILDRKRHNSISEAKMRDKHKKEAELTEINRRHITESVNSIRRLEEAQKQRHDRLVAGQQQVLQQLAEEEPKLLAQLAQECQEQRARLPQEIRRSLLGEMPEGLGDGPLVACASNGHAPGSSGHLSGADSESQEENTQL
ssDAF12 agonist – S. stercoralis DAF-12 nuclear receptor activators, primary screen, cell-based, luminescence, HEK293, GRIP1 co-expression, lit1-tk-luc. HEK293 ssDAF-12/GRIP1 lit1-tk-luc reporter; % of 3 µM dafachronic acid response. activation, % at 6.8 µM. 370,000 compounds, 1% hits. AID 652126, 2013;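 active means activation above the mean over all tested compounds plus 3 SD, cut at about 0.9% in these data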;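 further: 0% = DMSO-only wells and 100% = 3 µM delta7-dafachronic acid wells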
DAX1 inh-1 – DAX1 (NR0B1) inhibitors, primary screen, cell-based, HEK293, Gal4-DAX1, luciferase luminescence. AID 504766, 2011. Nuclear receptor subfamily 0 group B member 1 (Homo sapiens), P51843. HEK293 Gal4-DAX1 luciferase reporter. inhibition, % at 6.75 µM. 340,000 compounds, 0.99% hits;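 active means inhibition above the mean over all tested compounds plus 3 SD, cut at about 4.2% in these data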;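 further: 0% = DAX1-transfected cells with DMSO and 100% = empty-vector control cells with DMSO; inhibition shows as a rise in luminescence from relieved DAX1 repression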
ADAM10 inh – human ADAM10 inhibitors, primary screen, biochemical, QFRET, HTS; recombinant ADAM10, EDANS/DABCYL FRET peptide cleavage, 3 h; inhibition, % at 7 µM; 370,000 compounds, 0.62% hits; AID 720582, 2013;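 active means inhibition above a per-campaign cutoff equal to the mean of compounds falling between control-based bounds plus 3 SD, cut at about 20% in these data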;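 further: 0% = DMSO wells while the 100% control is not disclosed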
HGIII-sPLA2 inh – human group III sPLA2 inhibitors, primary screen, biochemical, QFRET, BODIPY PC-A2 liposome substrate. 370,000 compounds, 0.56% hits. Group 3 secretory phospholipase A2 (Homo sapiens), Q9NZ20. QFRET BODIPY PC-A2 liposome hydrolysis, fluorescence. AID 743126, 2013. inhibition, % at 12.2 µM;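 active means inhibition above mean plus 3 SD of compounds lying within the high and low control bounds, cut at about 19% in these data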;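 further: 0% = median of test compound wells and 100% = no enzyme DMSO wells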
DAX1 inh-2 – DAX1 (NR0B1) inhibitors on StAR promoter, primary screen, cell-based, luminescence, SF-1 (NR5A1), full-length DAX-1; HEK293T StAR-luciferase reporter, SF-1/DAX-1 repression relief; inhibition, % at 6.8 µM; 370,000 compounds, 1.1% hits; AID 652010, 2013;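 active means inhibition above the mean over all tested compounds plus 3 SD, cut at about 3.6% in these data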;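 further: 0% = DAX-1 cells with DMSO and 100% = cells lacking DAX-1 with DMSO; higher inhibition means more luminescence from relief of DAX-1 repression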
Numbers without * were called inactive; x = no result given; & = joins results of further samples. An unsorted share of the library, and some 6.9% of all compounds hit somewhere here.

SMILES	ADAM17 inh	PLC-gamma1 inh	hgDAF-12 ag	hcDAF-12 act	FXN GAA850 act	PLCb3 inh	ssDAF12 agonist	DAX1 inh-1	ADAM10 inh	HGIII-sPLA2 inh	DAX1 inh-2
CCOC(=O)C1=C(CS(=O)(=O)c2ccc(F)cc2)NC(=O)NC1c1ccc(O)c(O)c1 (centres undefined)	0	0	-1.1	-2.2	0.3	-8	-0.4	-0.1	-3	-10	-1.2
Cc1ccsc1CNC1C2CC3CC(C2)CC1C3 (centres undefined)	-2	3	-1.4	0.0	-1.0	2	-0.8	1.1	5	0	-0.4
O=C(CCCN1C(=O)/C(=C/c2ccccc2Cl)SC1=S)NNC(=O)c1ccncc1	-5	-1	-11	-5.1	-7.9	-1	-3.2	-3.3	4	-11	-1.0
CCCCN(C(=O)CSc1nnc(-c2ccc(Cl)cc2)o1)c1c(N)n(CC(C)C)c(=O)[nH]c1=O	0	3	0.0	-0.1	2.1	-1	-0.8	2.4	-5	-1	-1.7
C/C(=N\NC(=O)c1ccc(CSc2nncn2C)cc1)c1ccc(C#N)cc1	-4	-5	-0.2	-0.1	2.4	0	-1.4	0.0	-2	2	0.4
COc1ccccc1C1C(C(=O)c2ccc(C)o2)=C(O)C(=O)N1c1cc(C)on1 (centres undefined)	-4	-15	-3.3	-2.7	-2.1	-34	-0.9	0.2	-9	-18	-0.7
COc1ccc(CC(=O)NCC(=O)N/N=C/c2cc(Br)ccc2OC)cc1	-18	-31	-0.6	-1.2	0.0	-40	-1.3	-3.8	-34	-20	-0.8
O=C(O)c1ccc(NS(=O)(=O)c2cccc(C(=O)Nc3ccc([N+](=O)[O-])cc3)c2)cc1	2	8	1.8	0.2	0.1	9	-0.8	-0.2	6	-1	0.3
COc1cccc(C(C(=O)NC(C)(C)C)N(Cc2ccc(F)cc2)C(=O)CCC(=O)Nc2cc(C)on2)c1OC (centres undefined)	-4	-2	-1.2	-3.8	-0.6	-3	-1.0	-1.3	-6	-11	-0.3
C(=N\n1cnnc1)/C1CCCCC1	-5	1	2.3	-0.8	0.8	-2	-1.3	0.7	-2	5	0.0
O=C(C[C@@H]1C/C=C\CCC(=O)O[C@H](c2ccccc2)CNC1=O)N[C@H](CO)Cc1ccccc1	-6	0	-1.3	0.8	-2.3	1	-1.2	1.0	-4	2	-0.3
O=C1NC(=S)N/C1=C/c1cc([N+](=O)[O-])ccc1O	-5	-14	0.1	-0.3	-1.2	-11	-0.6	0.8	-8	4	0.5
O=C(Cc1ccccc1)N1CCNCC1	-2	-2	-2.1	-0.5	0.5	-1	-1.3	-0.8	-10	3	0.5
COc1cccc(/C=N/NC(=O)c2ccccc2)c1OS(=O)(=O)c1ccccc1	0	-1	1.5	-1.0	-1.6	-1	-2.1	-0.8	-1	-8	-0.4
Cc1c(C(N)=O)sc2ncn(CC(=O)NCCc3ccccc3)c(=O)c12	-4	0	2.3	5.2	2.0	-6	0.3	0.6	0	0	0.5
Cc1cccc(C(=O)NCC(=O)OC(C)C(=O)Nc2ccc(Cl)cn2)c1 (centres undefined)	-2	3	3.0	-1.1	-1.9	0	-1.1	1.1	1	-2	-0.2
CCOc1ccc(NC(=O)COc2ccc3c(c2)OCO3)cc1	0	-4	-0.4	-2.5	1.5	-10	-1.3	-0.9	5	2	-0.3
Cc1ccc(O)c(/C=N/NC(=O)c2[nH]ncc2Br)c1	0	-1	2.4	6.2*	4.9	-1	-0.7	1.6	-3	0	0.2
CSc1ccccc1NC(=O)c1cnc2sc(C)cn2c1=O	-1	-8	4.4	2.7	1.8	-12	0.6	3.1	0	1	2.6
Cc1cc(C(=O)N/N=C/c2ccc([N+](=O)[O-])s2)c2ccccc2n1	0	-2	-3.9	-0.8	-2.2	-12	-0.8	-1.2	-4	3	-1.1
C[n+]1cccc(C(=O)N/N=C/c2ccc3c(c2)OCO3)c1	2	5	-1.6	-1.6	-0.7	-2	-1.1	-0.3	6	2	-0.1
CN1CCN(C(=O)c2cccn(Cc3cccc(Cl)c3)c2=O)CC1	-6	1	0.6	-1.0	1.0	-3	-0.9	2.9	-3	2	0.0
CCOC(=O)Cc1csc(NC(=O)CCSc2ccccc2)n1	-4	-2	-2.4	-1.4	0.6	1	-2.2	0.6	-8	-2	-0.4
Cn1c(=O)c2c(nc(CN3CCN(c4ccccc4)CC3)n2Cc2c(F)cccc2Cl)n(C)c1=O	-3	-1	-1.2	-0.6	-0.7	-4	-0.7	-1.2	-11	3	-0.4
CS(=O)(=O)N1Cc2ccccc2CC1C(=O)O (centres undefined)	-6	-1	1.2	1.5	-0.1	-16	-1.0	1.2	2	5	0.1
CC(=O)Nc1cccc(/C(C)=N/NC(=O)c2ccccc2Cl)c1	-3	1	4.0	1.8	-1.3	0	-1.8	3.6	2	0	1.1
Cc1cccc(NC(=S)NC2CC3CCCC(C2)N3Cc2ccccc2)c1C (centres undefined)	0	0	1.6	-0.5	-0.7	1	-1.6	-0.2	-6	9	-0.3
O=C(NNC(=O)c1ccccc1F)c1ccco1	1	1	3.6	-0.3	2.2	-4	-0.5	-0.1	0	3	0.7
O=C(CN1N=C(c2ccc(Cl)cc2)CCC1=O)NCCN1CCc2ccccc2C1	-6	-3	-1.1	0.1	-0.5	-2	-1.7	-0.5	-6	3	-0.5
CCn1c(O)c(N=NC2=NC(=O)CS2)c2cc(C)ccc21	0	5	1.3	-0.3	2.5	7	-1.5	-0.2	6	-5	0.1
CC(C)CC(=O)Nc1nc(-c2ccc(S(=O)(=O)N3CCOCC3)cc2)cs1	-7	-21	-6.2	-4.5	0.6	-40	-2.3	-1.2	-14	2	-7.8
CCn1c2ccccc2c2n[nH]c(=S)nc21	1	-1	-2.7	-0.7	-0.2	-1	-1.3	0.7	-2	3	0.1
Cc1ccc2c(c1)c1c3n2CCNC3CCC1 (centres undefined)	-5&2	-61&-15	1.0&2.9	-0.3&-1.0	2.9&-0.6	-92&-21	-1.1&0.4	0.7&0.4	-12&3	27*	0.4&-0.3
O=C(c1ccccc1Cl)N1CCN(Cc2ccc3c(c2)OCO3)CC1	-4	0	-0.6	-1.6	0.6	-2	-2.1	-1.6	0	1	-0.7
Cc1cccc(-n2ccnc2CN2CCC(CO)(Cc3ccccc3)CC2)c1	-1	3	-5.2	-1.4	-0.5	-1	-1.0	-0.2	-1	1	0.4
Cc1noc(C)c1C(=O)NCc1ccccc1	-1	1	-1.1	-1.3	0.6	2	-1.7	-0.1	1	-1	-0.2
Cn1c(SCC(=O)N/N=C/c2ccc([N+](=O)[O-])s2)nnc1-c1ccccc1	0	-3	-5.4	-3.0	3.5	-3	-1.7	-1.9	2	-6	-2.4
CCn1c(O)c(/C=C2\C=NN=C2c2ccccc2)sc1=S	5	2	-1.6	-1.2	0.2	-6	-1.2	-1.1	11	-23	-0.5
COc1ccccc1N(CC(N)=O)S(=O)(=O)c1ccc(C)cc1	1	4	2.8	-0.3	-1.4	3	1.1*	-0.5	2	5	-0.4
COc1cccc(C(=O)N2CCN(C3CCC(c4ccccc4)CC3)CC2)c1OC (centres undefined)	-8	-2	-2.5	-1.5	1.3	1	-1.3	0.1	-3	-6	-1.0
O=C(OCCN1CCCCC1)c1cc2ccccc2o1	-1	2	2.8	-1.5	-0.9	2	-1.2	0.2	0	6	0.6
COc1cc(CNCCSc2nnnn2C)cc(Br)c1OCc1ccccc1F	0	3	-2.7	-1.4	-2.1	2	-1.1	0.1	-1	-19	-0.2
Cc1c(C(=O)N2CCN(c3ccccc3)CC2)oc2c(F)cccc12	-2	1	1.4	2.1	1.7	-11	0.2	-0.3	-9	3	-1.1
O=C(Nc1cccc(C(=O)N2CCCC2)c1)C1CCCC1	-4	2	-2.9	0.3	-0.2	2	-1.3	-0.2	-11	17	-2.0
Cc1cnc(C)c(N2CCN(Cc3nc(-c4ccccc4)no3)CC2)n1	-7	0	0.6	-2.4	2.9	-9	-1.9	-1.4	-11	-2	-0.8
CCOc1ccc(C2NCCc3cc(OC)c(OC)cc32)cc1OC (centres undefined)	-3	-18	2.4	-1.5	-1.2	-32	-0.9	0.7	-2	7	0.3
CO[C@H]([C@H](C)/C=C/N(C)C=O)[C@@H](C)C(=O)CC[C@H](C)[C@H](O)[C@H](C)[C@H]1OC(=O)/C=C/C(C)=C/C[C@H](O)C[C@@H]2C=CC[C@@H](C[C@H](OC)C(C)(O)[C@@H](OC)C[C@@H](OC)[C@@H]1C)O2 (some centres undefined)	-2	0	-8.9	-2.6	x	3	-1.4	x	6	-22	x
O=C(NCCCc1ccccc1)N1CCOCC1	-2	3	-1.4	-0.3	0.3	-4	-1.1	0.4	3	-5	-0.5
CN(C(=O)c1ccccc1C(=O)OCC(=O)c1ccc(F)c(F)c1)C1CCCCC1	2	5	-3.0	-1.6	-0.6	-3	-1.0	-0.3	-6	-14	-2.8
COc1ccccc1OCC(=O)Nc1ccccc1C(=O)NC1CC1	1	0	-0.3	-0.1	2.3	-3	-0.4	1.9	2	-1	1.1
Cc1cc(NS(=O)(=O)c2ccc(Br)s2)no1	-4	-2	1.1	-0.8	0.9	-2	-1.4	0.9	4	2	0.0
O=C(NCCc1ccccn1)C(F)(F)C(F)(F)C(F)(F)C(F)(F)C(F)(F)C(F)(F)C(F)(F)C(F)F	0	-2	-0.5	1.6	-1.2	-2	-0.3	0.5	7	0	-0.1
O=C(NCc1ccco1)c1nnc(Cc2ccc(Cl)cc2)o1	-2	0	1.8	0.5	-0.1	2	-0.6	1.1	-7	-4	0.2
COc1ccc(N2CCN(C(=O)CS(=O)Cc3nc(-c4ccc(OC)c(OC)c4)oc3C)CC2)cc1 (centres undefined)	-4	3	-1.3	-1.6	-0.6	-8	-1.1	-0.2	-9	1	-0.4
